Assay outcomes as filed in PubChem BioAssay.
EPAC2 ag – agonists of human EPAC2 (RAPGEF4); Potency, µM (doses to about 154 µM), for inactives: top-dose activation, usual class: activators; Q8WZA2; EPAC2 activation, biochemical qHTS; response scale: 100% = 6.5 mM cAMP response; hit rate 0.079% among 360,000; further: potency means the concentration at half of the fitted maximal effect; nearly all actives have a fitted effect of over 50% in size
Target sequence (Q8WZA2 whole entry, looked up): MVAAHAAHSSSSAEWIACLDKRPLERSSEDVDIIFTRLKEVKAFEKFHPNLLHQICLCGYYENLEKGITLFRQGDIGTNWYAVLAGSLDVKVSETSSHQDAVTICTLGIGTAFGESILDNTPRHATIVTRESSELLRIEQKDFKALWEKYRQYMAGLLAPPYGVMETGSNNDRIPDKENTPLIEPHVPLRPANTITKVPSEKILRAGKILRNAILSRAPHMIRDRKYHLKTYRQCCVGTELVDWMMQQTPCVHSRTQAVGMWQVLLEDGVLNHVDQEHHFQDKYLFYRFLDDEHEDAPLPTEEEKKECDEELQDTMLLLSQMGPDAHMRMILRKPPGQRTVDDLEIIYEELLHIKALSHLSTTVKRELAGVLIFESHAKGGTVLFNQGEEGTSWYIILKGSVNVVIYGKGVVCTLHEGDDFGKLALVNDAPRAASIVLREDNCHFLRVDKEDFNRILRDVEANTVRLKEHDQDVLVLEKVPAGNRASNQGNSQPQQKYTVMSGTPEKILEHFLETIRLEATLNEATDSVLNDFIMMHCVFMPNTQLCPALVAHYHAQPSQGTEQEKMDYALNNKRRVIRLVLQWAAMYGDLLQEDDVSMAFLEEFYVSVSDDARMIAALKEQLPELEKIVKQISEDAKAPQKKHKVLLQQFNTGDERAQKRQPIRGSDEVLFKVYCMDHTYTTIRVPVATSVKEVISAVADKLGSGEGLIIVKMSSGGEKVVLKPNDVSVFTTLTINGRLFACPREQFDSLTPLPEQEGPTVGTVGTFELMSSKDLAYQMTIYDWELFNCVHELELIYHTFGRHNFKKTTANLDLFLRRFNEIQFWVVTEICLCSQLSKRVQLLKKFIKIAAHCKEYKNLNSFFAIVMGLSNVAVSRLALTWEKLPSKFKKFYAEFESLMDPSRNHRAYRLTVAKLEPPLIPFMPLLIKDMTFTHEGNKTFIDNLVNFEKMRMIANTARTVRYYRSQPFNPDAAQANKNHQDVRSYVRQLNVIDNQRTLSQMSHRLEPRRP
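Readout is BODIPY fluorescence (480 nm excitation, 540 nm emission), which falls as labeled GDP is exchanged off Rap1B. EPAC2 at 100 nM acted on 250 nM RAP1B-BODIPY-GDP with 50 uM GDP present.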
TGFb inhibitor – inhibitors of TGF-b signaling; HepG2 CAGA-GFP TGF-b/SMAD3 reporter, GFP fluorescence, 18 h; TGF-beta stimulated, 500 pg/mL final; hit rate 1.2% among 410,000; Potency, µM (top dose mostly 46.1 µM), without a hit: at the highest dose activity, negative = inhibition, most hits filed as inhibitors; further: potency means the concentration at half of the fitted maximal effect; on the % scale 0 is the no-effect control and ±100 the full control effect; nearly all actives have a fitted effect of over 65% in size
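TGF-beta reporter screen: HEPG2 CAGA-GFP, 1% FBS, 500 pg/mL TGF-beta final, 18 h; per-cell GFP summed per well; curves fitted and categorized by class.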
S2 tox – viability counter-screen for ATXN expression inhibitors | S2 cells (HEK-293 line with an ATXN2-luciferase reporter) viability, CellTiter-Fluor protease fluorescence, 24 h | Potency, µM (doses to about 56.7 µM), usual class: cytotoxic | hit rate 0.49% among 400,000; further: potency means the concentration at half of the fitted maximal effect; nearly all actives have a fitted effect of over 40% in size
A549 viability – A549 cytotoxicity, counter-screen for Nrf2 inhibitors | A549 ARE-Fluc cells, CellTiter-Fluor viability, 18-24 h | Potency, µM (top dose mostly 46 µM), for inactives: at the top dose activity change, negative = cytotoxicity, hits mostly inhibitors | hit rate 0.16% among 390,000 | AID 504648; further: potency means the concentration at half of the fitted maximal effect; on the % scale 0 is the no-effect control and ±100 the full control effect
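Cytotoxicity counterscreen: CellTiter-Fluor fluorescence was measured in A549 ARE_Fluc cells after 18-24 h of compound exposure in a concentration series. The subsequent BugLite luminescent read reports ARE-luciferase activity.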
HepG2 tox – counter-screen for TGF-b inhibitors: cytotoxicity in HepG2 cells; HepG2 CAGA-GFP viability, ATP luminescence, 18 h; Potency, µM (doses to about 46.1 µM), without a hit: top-dose activity change, negative = cytotoxicity, actives largely listed as cytotoxic; hit rate 0.76% among 410,000; AID 588856; further: potency means the concentration at half of the fitted maximal effect; some results filed as inactive show a strong effect at the top dose
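HepG2 CAGA-GFP cells (1000/well, DMEM with 1% FBS) received compound, then TGF-beta at 500 pg/mL final, and were incubated 18 hours at 37 degrees C. Viability was read by CellTiter-Glo luminescence. Media-only wells were set as complete cell-killing and DMSO as no toxicity.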
IL-2 act – IL-2 activation; IL-2 activation reporter assay, cell-based qHTS; stimulated with anti-CD3/CD4/CD28 beads; in transgenic mouse T cells; activation, % (series mostly up to about 46 µM); hit rate 0.065% among 360,000; AID 652025; in the data active means activation above about 50%; inconclusive means mostly about 30% to 49%; further: 0% is about no effect
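Quantitative HTS in unstimulated transgenic mouse T cells, with memory T cells as non-tolerant control and PMA/ionomycin as tolerance-bypass control. Compound pretreatment lasted 60 minutes before 18 h bead stimulation; EGFP/DsRed fluorescence read.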
Nrf2 ARE act – activators of Nrf2 (ARE) signaling. AID 624171. Potency, µM (top dose mostly 46.1 µM), inactives show at the top dose activation, usual class: activators. AREc32 ARE-luciferase reporter (MCF7-derived line), luminescence, 24 h. hit rate 0.31% among 410,000; further: potency means the concentration at half of the fitted maximal effect; % of control where 0% means no effect; nearly all actives have a fitted effect of over 65% in size
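Each well held 1000 AREc32 cells, which were incubated with compound for 24 hr at 37 deg C after overnight attachment, and ARE reporter activity was quantified by firefly luciferase luminescence.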
Nrf2 block – Nrf2 pathway inhibition | Potency, µM (series often up to 46 µM), for inactives: at the top dose activity change, negative = inhibition, actives largely listed as inhibitors | A549 ARE-Fluc reporter, luciferase luminescence, 18-24 h | hit rate 2.1% among 360,000; further: potency means the concentration at half of the fitted maximal effect; on the % scale 0 is the no-effect control and ±100 the full control effect; nearly all actives have a fitted effect of over 60% in size
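Cells were seeded and rested 2 h, then exposed to compounds for 18-24 h. CellTiter-Fluor was read first as a viability measure. BugLite was added 15 min before the final luminescent read of ARE-luciferase activity in A549 cells.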
ATXN2 expr inh – reduces ATXN2 reporter expression in HEK-293 cells; HEK-293 ATXN2-luciferase reporter, luminescence, 24 h; Potency, µM (titrated, usually from 57 µM), without a hit: at the top dose activity change, negative = inhibition, actives largely listed as inhibitors; hit rate 0.72% among 360,000; AID 1745845; further: potency means the concentration at half of the fitted maximal effect; on the % scale 0 is the no-effect control and ±100 the full control effect; nearly all actives have a fitted effect of over 55% in size
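ATXN2-luciferase reporter cells (luciferase flanked by upstream and downstream ATXN2 gene portions) were treated 24 h at 37 °C with compounds at up to 57 uM. SteadyGlo luminescence gave expression; GF-AFC fluorescence gave viability.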
Starred values were filed as active, the others as inactive; i = inactive; ? = inconclusive; nt = no result given; & = joins results of further samples; [ ] = another dose, or the depositor's remark. Unless noted, the call rests on the fitted dose curve; in most records, active means well fitted curve in the direction sought with a large enough effect; inconclusive means small, poorly fitted or top-dose-only effect, or another doubt; inactive means no such curve, though single readings can be large; an effect the other way counts as inactive or inconclusive.

SMILES	EPAC2 ag	TGFb inhibitor	S2 tox	A549 viability	HepG2 tox	IL-2 act	Nrf2 ARE act	Nrf2 block	ATXN2 expr inh
O=C(CNS(=O)(=O)c1ccccc1F)NNC(=O)c1ccc(Br)cc1	-2%	18%	i	4%	-1%	1.8	2.7%	3%	4%
COc1cc(S(=O)(=O)Nc2cccnc2)ccc1F	-2%	6%	i	-9%	4%	3.8	3.5%	nt	-5%
c1ccc2c3c([nH]c2c1)CCNC3	7%	9%	i	-2%	-7%	0.7	-0.2%	8%	-17%
Cc1ccc(C(c2ccccc2)c2c(C)[nH]c3ccccc23)s1 (centres undefined)	nt	14µM*	?	8%	-99%	nt	-2.0%	?	?
Cc1ccc(CCNC(=O)C2CCCN(S(C)(=O)=O)C2)cc1 (centres undefined)	0%	3%	i	-2%	-17%	-2.6	-0.9%	?	13%
CC(C)c1ccc(N)c(S(=O)(=O)O)c1	3%	10%	i	0%	1%	1.1	-0.5%	12%	-9%
CC(=O)c1ccc(NC(=O)CSc2nnc(NC(=O)Nc3ccccc3)s2)cc1	nt	-1%	nt	8%	-1%	nt	0.8%	nt	nt
COc1ccc(Cn2c(CCC(=O)Nc3ccccc3OC)nc3cccnc32)cc1	-7%	0%&-4%	i	-4%&9%	6%&9%	-4.3	2.8%&3.2%	-7%&26%	-13%[11.3 µM]
Cc1ccc(N2CC(O)(c3cccs3)[N+]3=C2CCCC3)cc1 (centres undefined)	7%	-5%	i	3%	-17%	-4.6	4.2%	2%	-19%
Cc1cc(NC(=O)c2cnn3c(C(F)F)cc(-c4ccccc4)nc23)no1	1%	-24%	i	-13%	3%	0.1	0.4%	-16%	-6%
COCCNC(=O)c1onc(CS(=O)(=O)c2cc(C)cc(C)c2)c1C(=O)NCCOC	6%	4%	i	3%	1%	1.3	0.2%	-1%	4%
O=C(O)c1cc(NCc2c(F)cccc2Cl)ccc1N1CCOCC1	14%	22%	i	7%	2%	-1.2	-0.1%	?	1%
COc1ccccc1NC(=S)NC(=O)CCc1ccccc1	20%	-7%	nt	9%	-9%	-0.6	2.6%	-6%	-18%
Cc1cc(C)nc(NC(N)=NCCc2ccccc2)n1	7%	0%	i	-15%	-20%	-0.6	-0.4%	?	?
CCC(C)N(C)Cc1cccc(C2(O)CCN(S(=O)(=O)c3ccc(F)c(C)c3)CC2)c1 (centres undefined)	10%	12%	i	4%	-15%	-0.2	6.9%	28%	-6%
O=C(NCCNC(=O)c1cc(OCC(F)(F)F)ccc1OCC(F)(F)F)Nc1ccc(Cl)cc1	-1%	13%	i	7%	-3%	-1.1	-1.0%	-8%	-6%
COc1ccc(NS(=O)(=O)c2cn(C)c(=O)n(C)c2=O)cc1	6%	5%	i	2%	11%	-0.2	-0.1%	4%	7%
O=C(CCc1nnc(CCCCc2ccccc2)o1)NCCN1CCOC1=O	-3%	3%	i	-4%	-4%	-5.1	0.3%	14%	-17%
CCCCNC(=O)CCC(=O)Nc1ccc2nc(N3CCOCC3)cc(C)c2c1	5%	3%	i	nt	-18%	-1.3	3.6%	18%	43%[activator]
CCC(=O)Nc1nnc(S(=O)(=O)N(C)Cc2ccc(Cl)cc2)s1	nt	0%	nt	2%	-7%	nt	-0.9%	2%	nt
O=C(NC1CCCCC1)c1cc(-c2ccco2)on1	19%	1%	i	22%	5%	0.4	1.7%	?	16%
Cc1nc2sc(C(c3ccco3)N3CCC(C)CC3)c(O)n2n1 (centres undefined)	18%	-6%	i	-1%	-7%	-0.3	-0.8%	-5%	-2%
Cc1c(C(=O)O)oc2ccc(S(=O)(=O)NCc3ccccc3)cc12	-4%	4%	i	-20%	8%	-0.1	0.2%	-20%	3%
COCCCN1C(=O)N(c2ccc(F)cc2)C(=O)C1CC(=O)Nc1ccc(OC)cc1 (centres undefined)	6%	-3%	i	-4%	-4%	1.9	0.5%	3%	nt
Cc1ccc(C(=O)N2CCCCCC2)cc1S(=O)(=O)N1CCOCC1	-9%	0%	i	-7%	-1%	1.2	0.3%	17%	-3%

Another view of part of the listing above:
SMILES | EPAC2 ag | TGFb inhibitor | S2 tox | A549 viability | HepG2 tox | IL-2 act | Nrf2 ARE act | Nrf2 block | ATXN2 expr inh
O=C(CNS(=O)(=O)c1ccccc1F)NNC(=O)c1ccc(Br)cc1 | -2% | 18% | i | 4% | -1% | 1.8 | 2.7% | 3% | 4%
COc1cc(S(=O)(=O)Nc2cccnc2)ccc1F | -2% | 6% | i | -9% | 4% | 3.8 | 3.5% | nt | -5%

Three structures from above, ordered by formula weight, rising:
SMILES	EPAC2 ag	TGFb inhibitor	S2 tox	A549 viability	HepG2 tox	IL-2 act	Nrf2 ARE act	Nrf2 block	ATXN2 expr inh
COc1ccc(NS(=O)(=O)c2cn(C)c(=O)n(C)c2=O)cc1	6%	5%	i	2%	11%	-0.2	-0.1%	4%	7%
Cc1nc2sc(C(c3ccco3)N3CCC(C)CC3)c(O)n2n1 (centres undefined)	18%	-6%	i	-1%	-7%	-0.3	-0.8%	-5%	-2%
Cc1ccc(C(=O)N2CCCCCC2)cc1S(=O)(=O)N1CCOCC1	-9%	0%	i	-7%	-1%	1.2	0.3%	17%	-3%

Next part
SMILES	EPAC2 ag	TGFb inhibitor	S2 tox	A549 viability	HepG2 tox	IL-2 act	Nrf2 ARE act	Nrf2 block	ATXN2 expr inh
COc1ccc(C(=O)NCCSc2ccccn2)cc1	4%	-6%	i	1%	3%	-2.0	-1.6%	nt	-32%
CCc1ccc([C@@H]2CC(=O)[C@@H]3CN(S(=O)(=O)c4ccccc4)[C@H](c4ccc(OC)cc4)C[C@@H]3N2S(=O)(=O)c2ccc(C)cc2)cc1	-1%	1%	i	nt	5%	-0.5	-1.2%	nt	29%
Cc1ccc(NC(=O)CSc2ncc(S(=O)(=O)c3ccc(C(C)C)cc3)c(=O)[nH]2)cc1C	nt	-13%	i	9%	-16%	nt	-0.7%	?	-12%
CCOC(=O)c1oc2ccccc2c1CN1CC(C)OC(C)C1 (centres undefined)	7%	4%	i	-8%	17%	-0.6	0.0%	0%	3%
Cn1c(=O)n(Cc2ccccc2Cl)c2ccccc21	7%	2%	i	0%	-31%	-1.0	2.9%	?	-35%
Cc1ccccc1-c1nc(CS(=O)(=O)CC(=O)N2CCCCC2)c(C)o1	14%	-12%	i	1%	-3%	-2.4	-0.5%	4%	-15%
COC(=O)CNC(=O)CNC(=O)Nc1ccccc1Cl	-3%	5%	i	-6%	-24%	1.8	0.0%	3%	0%
CCOC(=O)CC1=C(C(=O)OCC)C(c2cc(OC)c(OC)cc2OC)C(C#N)=C(N)O1 (centres undefined)	-3%	-18%	i	-11%	-5%	-0.6	0.1%	-12%	5%
COc1ccc2oc(-c3ccc(C)c(NC(=O)c4ccc(N5CCCCC5)c([N+](=O)[O-])c4)c3)nc2c1	nt	-12%	i	-7%	-4%	nt	-0.6%	-4%	11%
O=C(O)CCc1ccc(-c2ccccc2)n1CC(=O)Nc1cccc(C(F)(F)F)c1	-4%	-15%	i	-3%	2%	0.8	-0.2%	-15%	-10%
N#Cc1ccc(-c2cn(-c3ccccc3)c3[n+]2CCCS3)cc1	3%	-6%	i	1%	-191%	1.7	0.4%	4%	1%
CC(C)NC(=O)COC(=O)c1cc(=O)[nH]c2ccccc12	5%	-5%	i	5%	-2%	-2.1	-0.6%	5%	6%
NC(=O)C1CCCN(C(=O)c2ccc(S(=O)(=O)N3CCCCCC3)cc2)C1 (centres undefined)	9%	7%	i	-3%	13%	2.3	-0.1%	-18%	11%
COc1cccc2c1Oc1ncccc1N(C(=O)CCC(=O)NCc1ccc(OC(C)C)cc1)C2	nt	?	i	8%	-17%	nt	1.1%	16%	9%
COC(=O)c1ccc(CNC(=O)c2ccccc2C(=O)NCC2(CBr)OCCO2)cc1	5%	-3%	i	nt	3%	-3.2	0.3%	nt	nt
N/C(CCCN1CCCCC1)=N/O	5%	-12%	i	0%	3%	0.7	-0.9%	14%	-11%
CCOc1ccc(OCCOCCn2c(-c3ccc(Cl)cc3)nc3ccccc3c2=O)cc1	nt	-9%	i	2%	-13%	nt	6.7%	8%	6%
CNC(=O)CSc1nnc(-c2ccco2)n1-c1cc(C)ccc1C	15%	-2%	i	-6%	1%	1.7	-0.9%	?	4%
Cc1nc2ccc(C(=O)N/N=C/c3ccc(O)cc3)cc2[nH]1	10%	-1%	i	0%	2%	1.8	0.6%	-4%	-13%
CCN(CC)C(=O)CSc1nc2ccc(NC(=O)CSc3nnc(N)s3)cc2s1	-20%	?	i	-15%	-39%	-0.9	3.0%	?	-8%
CC(C)C(C)(C#N)NC(=O)COC(=O)C1CCN(S(=O)(=O)c2ccc3c(c2)OCCO3)CC1 (centres undefined)	-7%	2%	i	-7%	9%	0.3	-0.2%	?	4%
CNS(=O)(=O)c1cccc(C(=O)OCC(=O)N2CCc3ccccc3C2)c1	5%	2%	i	-2%	-19%	-0.5	0.1%	3%	2%
CCn1ncc(/C=C2/SC(=S)NC2=O)c1C	-3%	1%	?	?	7%	-4.1	1.5%	-6%	0%
Cc1ccc(OC(=O)c2sc3ncn(C)c(=O)c3c2C)cc1	-1%	10%	i	3%	21%	-0.8	4.8%	26%	14%

Some entries already given, limited to HepG2 tox.
| SMILES | HepG2 tox |
| --- | --- |
| Cn1c(=O)n(Cc2ccccc2Cl)c2ccccc21 | -31% |
| Cc1ccccc1-c1nc(CS(=O)(=O)CC(=O)N2CCCCC2)c(C)o1 | -3% |
| COC(=O)CNC(=O)CNC(=O)Nc1ccccc1Cl | -24% |
| CCOC(=O)CC1=C(C(=O)OCC)C(c2cc(OC)c(OC)cc2OC)C(C#N)=C(N)O1 (centres undefined) | -5% |
| COc1ccc2oc(-c3ccc(C)c(NC(=O)c4ccc(N5CCCCC5)c([N+](=O)[O-])c4)c3)nc2c1 | -4% |

Outcome played no part in choosing rows. About 4.3% of those tested had a hit in this group.
